Bioassay records deposited in PubChem by several laboratories.
VIM-2 inh: blocks Pseudomonas aeruginosa VIM-2 metallo-beta-lactamase; inhibition, % at 5.6 µM; purified VIM-2, nitrocefin hydrolysis, epi-absorbance fluorescence; AID 1527; actives 0.89% (n = 290,000);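 active means inhibition above the mean of all tested compounds plus 3 SD, cutoff set per screening run, cut at about 7.5% in these data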;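 further: red hydrolysis product quenches plate fluorescence so inhibitors raise well fluorescence; 0% = enzyme with DMSO and 100% = DMSO without enzyme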
IMP-1 inhibitor: blocks Pseudomonas aeruginosa IMP-1 metallo-beta-lactamase; purified IMP-1, nitrocefin hydrolysis, epi-absorbance fluorescence; inhibition, % at 5.6 µM; actives 0.45% (n = 290,000); AID 1556;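 active means inhibition above the mean plus 3 SD of all compounds in the same screening run, cut at about 4.5% in these data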;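 further: 0% = IMP-1 with DMSO and 100% = DMSO wells lacking enzyme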
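Test system: recombinant IMP-1 enzyme, purified / Medium: HEPES buffer pH 7.1 with ZnSO4 and Brij 35 / Doses: single dose, 5.6 µM / Times: 25 °C, 15 min preincubation, 25 min reaction / Detection: Epi-absorbance via hydrolysed-nitrocefin quenching of white-plate fluorescence, 480/530 nm, EDTA stop / Evaluation: percent inhibition from optical density relative to buffer-blank wells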
FID counter: displaces DNA intercalator in HCV helicase counter-screen; DNA fluorescent intercalator displacement, fluorescence; inhibition, % at 7.9 µM; actives 0.17% (n = 290,000); in the data active means inhibition above about 37%;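 further: 0% = vehicle and 100% = reference compound; higher means more ethidium bromide displaced from hairpin DNA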
IDE cell inh: inhibits human insulin-degrading enzyme in HEK cells. P14735. FAbetaB cleavage, fluorescence polarization. inhibition, % at 5.59 µM. actives 0.41% (n = 320,000);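 active means percent inhibition above the average of all tested compounds plus 3 SD, set per screening campaign, cut at about 16% in these data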;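 further: IDE supplied by intact live HEK cells; FP after avidin binding of uncleaved biotin substrate so inhibition keeps polarization high; 0% = DMSO wells and 100% = 60 µM reference IDE inhibitor Ii1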
M18AAP inhibitor: PfM18AAP enzyme inhibition | recombinant PfM18AAP, H-Glu-NHMec fluorogenic cleavage | inhibition, % at 7.35 µM | actives 1.2% (n = 290,000);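 active means inhibition above the campaign mean inhibition over all tested compounds plus 3 SD, cut at about 28% in these data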;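 further: 0% = plate median of test compound wells and 100% = 2 mM ZnCl2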
pCIP destab: p/CIP protein destabilization. decrease of EGFP signal, % at 10 µM. actives 0.01% (n = 290,000). F442A p/CIP-EGFP cells, EGFP fluorescence, 16 h. AID 1984;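 active means EGFP signal decrease of at least 30% at 10 µM or well 3 SD below plate mean, unless failing retest; inactive means the rest, including hits failing retest or dose response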; further: some compounds called inactive have numbers as strong as hits; many of its hits are not listed in these tables
Target sequence (Q05BA5 1-1403): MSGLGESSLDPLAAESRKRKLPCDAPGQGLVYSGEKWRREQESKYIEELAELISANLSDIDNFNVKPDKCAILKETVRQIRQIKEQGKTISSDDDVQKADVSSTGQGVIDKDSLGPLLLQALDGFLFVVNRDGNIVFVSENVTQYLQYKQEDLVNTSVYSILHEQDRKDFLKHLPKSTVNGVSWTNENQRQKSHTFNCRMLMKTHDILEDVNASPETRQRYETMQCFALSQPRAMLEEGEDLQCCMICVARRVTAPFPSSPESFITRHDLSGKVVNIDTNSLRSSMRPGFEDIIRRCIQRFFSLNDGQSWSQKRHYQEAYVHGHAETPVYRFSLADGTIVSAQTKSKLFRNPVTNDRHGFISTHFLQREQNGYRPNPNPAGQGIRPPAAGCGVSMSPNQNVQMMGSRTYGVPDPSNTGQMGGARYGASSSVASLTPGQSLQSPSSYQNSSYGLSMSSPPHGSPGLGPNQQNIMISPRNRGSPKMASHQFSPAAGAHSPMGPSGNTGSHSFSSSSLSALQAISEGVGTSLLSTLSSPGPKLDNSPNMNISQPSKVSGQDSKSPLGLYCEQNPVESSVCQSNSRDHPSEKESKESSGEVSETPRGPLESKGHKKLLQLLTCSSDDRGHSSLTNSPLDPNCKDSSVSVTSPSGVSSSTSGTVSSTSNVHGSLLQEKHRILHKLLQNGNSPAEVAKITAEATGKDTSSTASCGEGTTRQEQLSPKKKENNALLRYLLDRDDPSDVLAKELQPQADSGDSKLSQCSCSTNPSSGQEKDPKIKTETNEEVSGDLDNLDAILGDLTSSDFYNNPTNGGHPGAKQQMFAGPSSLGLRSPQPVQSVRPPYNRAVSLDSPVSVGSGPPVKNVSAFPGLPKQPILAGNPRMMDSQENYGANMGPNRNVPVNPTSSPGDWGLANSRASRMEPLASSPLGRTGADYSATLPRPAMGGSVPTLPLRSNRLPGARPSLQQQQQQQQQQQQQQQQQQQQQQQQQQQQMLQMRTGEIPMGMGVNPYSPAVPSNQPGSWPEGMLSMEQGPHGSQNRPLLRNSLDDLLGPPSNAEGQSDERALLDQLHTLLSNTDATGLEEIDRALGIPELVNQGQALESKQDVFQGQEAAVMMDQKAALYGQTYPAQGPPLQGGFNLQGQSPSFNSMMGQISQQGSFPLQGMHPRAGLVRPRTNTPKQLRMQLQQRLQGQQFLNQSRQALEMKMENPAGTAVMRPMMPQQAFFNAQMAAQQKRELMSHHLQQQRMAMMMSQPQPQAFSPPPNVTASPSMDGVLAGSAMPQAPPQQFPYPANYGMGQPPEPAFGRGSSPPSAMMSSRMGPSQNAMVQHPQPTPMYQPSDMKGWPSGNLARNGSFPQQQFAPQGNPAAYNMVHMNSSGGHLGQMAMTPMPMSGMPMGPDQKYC
IDE cell activ: activators of human insulin-degrading enzyme in cells; actives 0.073% (n = 340,000); AID 493087; HEK cells, FAbeta-B cleavage, fluorescence polarization; 0% vehicle, 100% cell-free pure enzyme wells; activation, % at 5.96 µM;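 active means activation above the mean of all tested compounds plus 3 SD, set per screening campaign, cut at about 17% in these data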
SUMO HTRF inh: SUMOylation inhibition; AID 2006; inhibition, % at 35 µM; P63279; actives 0.36% (n = 290,000); HTRF SUMOylation assay, SAE1/SAE2 + UBC9, in vitro; in the data active means inhibition above about 50%, passing the limit was not always enough; further: strong numbers were not always called active
NS3 helicase inh: inhibitors of Hepatitis C virus NS3 helicase | inhibition, % at 10.9 µM | NS3 helicase DNA unwinding, Cy5 molecular beacon fluorescence | actives 0.56% (n = 290,000);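 active means inhibition above the mean of all tested compounds plus 3 SD, set per campaign, cut at about 35% in these data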;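 further: 0% = DMSO wells and 100% = thioflavine S control wells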
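assay system = NS3 helicase fragment of HCV | buffer or medium = MOPS pH 6.5, MgCl2, DTT, Tween20, BSA | timing = 60 min unwinding reaction at 25 °C after ATP addition | signal = Cy5 beacon fluorescence read at start and 1 h | read-out basis = % inhibition of unwinding | control set = low DMSO, high thioflavine S at 110 µM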
An asterisk follows results filed as active; . = no result given.

SMILES	VIM-2 inh	IMP-1 inhibitor	FID counter	IDE cell inh	M18AAP inhibitor	pCIP destab	IDE cell activ	SUMO HTRF inh	NS3 helicase inh
COc1ccccc1NC(=O)N1CCc2c([nH]c3ccccc23)C1C(F)(F)F (stereo unspecified)	-1.7	-1.0	-27	7	-3	-2	5	-9	5
Cc1ccc(N2CC(C(=O)OCC(=O)c3ccc([N+](=O)[O-])cc3)CC2=O)cc1 (stereo unspecified)	-1.5	-0.6	-25	1	38*	-3	-2	-3	-2
C=CCc1ccccc1OCC(O)CN(C(C)C)C(C)C (stereo unspecified)	-0.3	-6.2	5	6	-2	-16	4	4	-6
CCCS(=O)(=O)N1CCCC(C(=O)c2cccc(Cl)c2)C1 (stereo unspecified)	-2.7	-3.4	-14	2	8	-22	3	16	-5
c1cncc(CSc2nnc3ccc(-c4cccs4)nn23)c1	2.2	-1.4	-7	2	3	10	5	36	2
O=c1/c(=C/c2ccco2)sc2nc(-c3ccccc3Br)nn12	0.8	5.2*	-6	-3	0	-3	5	2	20
CCC1(CC)Cc2ccccc2-c2nc(CCl)[nH]c(=O)c21	-2.0	-3.0	-16	1	2	-13	4	-3	-2
CCn1cc(C(=O)N2CCN(C(=O)c3ccco3)CC2)c2cc(OC)c(OC)cc2c1=O	-1.3	-2.8	-9	2	2	0	-1	5	-7
Cc1cccc(C)c1-n1c(C)nn(Cc2ccc([N+](=O)[O-])cc2)c1=O	-1.1	-0.7	-8	0	-2	-2	-1	8	-3
CCOC(=O)Cc1c(C)nc2c(-c3cccc(Br)c3)cnn2c1C	0.3	-1.3	0	-1	0	-6	-4	3	-5
S=c1nc(-c2ccc(Br)cc2)[nH]c2ccccc12	0.5	-0.7	-7	2	10	4	-1	2	7
Cc1cc(C)c(-c2cc(NC(=O)COC(=O)c3ccc(CO)cc3)n(-c3ccccc3)n2)cc1C	-1.5	-2.6	-36	1	-6	-17	3	-5	-7
Cn1c(=O)c2c(ncn2CC(O)CNc2ccc(Br)cc2)n(C)c1=O (stereo unspecified)	-1.7	-2.2	-7	-4	2	-5	-2	3	-2
CC(=O)c1cnc(-c2ccccc2Cl)s1	-1.2	-3.2	-1	7	1	-4	4	7	0
Cn1cccc/c1=N\c1cccc[n+]1C	-0.9	-0.5	-2	0	-3	-10	.	29	0
Cn1c2ccccc2c2nnc(SCC(=O)Nc3cccc(C(=O)O)c3)nc21	5.3	-2.2	-22	-1	7	-6	2	10	7
CCOC(=O)c1sc(NC(=O)CSc2nnc(Cc3ccccc3)o2)c(C(=O)OCC)c1C	-5.3	-3.7	-46	-5	2	-2	2	-11	10
COCc1nnc(NC(=O)CCc2ccc(OC)cc2)s1	0.5	-0.1	-6	1	-1	-6	2	-2	0
CCCCNC(=O)n1c(=O)oc2ccc(Cl)cc21	-2.7	-1.7	-1	-1	-8	-13	-1	-10	2
Cc1ccc(S(=O)(=O)NCC(=O)N(CC(=O)NCc2ccccc2)CC2CCCO2)cc1 (stereo unspecified)	-2.4	-1.0	-21	12	-3	6	1	-9	-8

3 entries already listed, arranged by SMILES length, high to low.
SMILES	VIM-2 inh	IMP-1 inhibitor	FID counter	IDE cell inh	M18AAP inhibitor	pCIP destab	IDE cell activ	SUMO HTRF inh	NS3 helicase inh
Cn1c2ccccc2c2nnc(SCC(=O)Nc3cccc(C(=O)O)c3)nc21	5.3	-2.2	-22	-1	7	-6	2	10	7
Cn1c(=O)c2c(ncn2CC(O)CNc2ccc(Br)cc2)n(C)c1=O (stereo unspecified)	-1.7	-2.2	-7	-4	2	-5	-2	3	-2
CCCS(=O)(=O)N1CCCC(C(=O)c2cccc(Cl)c2)C1 (stereo unspecified)	-2.7	-3.4	-14	2	8	-22	3	16	-5

More compounds
SMILES	VIM-2 inh	IMP-1 inhibitor	FID counter	IDE cell inh	M18AAP inhibitor	pCIP destab	IDE cell activ	SUMO HTRF inh	NS3 helicase inh
CCOC(=O)C1C(=O)NC(c2ccccc2)=NC1c1ccc(OC)cc1 (stereo unspecified)	-1.7	-6.3	-10	4	-1	-3	3	12	0
O=C(CNC(=O)c1ccncc1)N/N=C/c1ccccn1	-5.2	-3.6	0	5	-1	3	2	4	-1
COc1cc(/C=C/C(=O)O)ccc1OCc1cnc(Cl)s1	-2.3	-3.0	-1	2	-1	-4	.	15	9
O=C(CSc1nnc2ccc(-c3ccncc3)nn12)N1CCCCC1	1.9	0.8	-11	-1	1	4	5	17	-2
COC(=O)c1cccc(C(=O)N2CCC(CCC(=O)NCc3ccc(F)cc3)CC2)c1	-2.8	-3.2	-43	3	-5	-2	1	8	3
CCc1ccccc1N(CC)C(=O)c1cn(CC)c(=O)c2cc(OC)c(OC)cc12	-1.3	-3.6	-35	1	0	-6	5	-16	-5
CCOc1ccccc1NC(=O)[C@@H](NC(=O)c1ccccc1F)C(C)C	-4.6	-3.1	-29	6	-4	-3	4	-15	-2
CCn1c(O)c2ccc(C(=O)N=NC(=O)c3ccccc3)cc2c1O	0.1	0.7	-3	2	0	-37	-2	0	-3
Cc1cc(N2C(=O)C(O)=C(C(=O)c3cccs3)C2c2ccc(F)cc2)no1 (stereo unspecified)	-1.3	-1.1	-23	1	-9	-7	0	19	8
C[C@]12C=CC(=O)C=C1CC[C@@H]1C2[C@@H](O)C[C@@]2(C)C1CC[C@]2(O)C(=O)COC(=O)CCC(=O)O (stereo partly specified)	-3.1	-3.8	-37	6	-10	4	-1	-2	16
COCC(C)NC(=O)CSc1nc2nn(-c3ccccc3)c(=O)c-2c2n1CCCCC2 (stereo unspecified)	0.1	-1.8	-15	3	-3	-17	5	8	0
O=C(NCc1ccc2c(c1)OCO2)c1cccs1	-1.4	-1.4	5	7	3	-7	-2	10	-13
COc1ccc(-c2nnn(CC(=O)N(CCCN3CCOCC3)C(C(=O)NC3CCCC3)c3ccco3)n2)cc1 (stereo unspecified)	0.3	-1.2	0	3	0	2	5	4	5
CC(NC(=O)CSc1cccc(C(F)(F)F)c1)c1ccccc1 (stereo unspecified)	-3.3	-3.0	-15	-6	0	-4	1	-4	-2
Cc1cccc(N(Cc2ccccc2)C(=O)c2ccc(CS(C)(=O)=O)cc2)c1	-0.8	-2.9	-45	4	0	0	1	4	-2
Cc1cccc(C(=O)NC2CCN(CC(=O)N3CCOCC3)CC2)c1	2.3	-2.8	-3	5	-7	-2	1	-17	-1
CN1C(=O)/C(=C/C=C2\SCCN2C)SC1=S	1.4	-0.6	0	.	0	-18	.	-3	8
C/C(CC(=O)Nc1ccc(N(C)C)cc1)=N\NC(=O)c1ccc([N+](=O)[O-])cc1	0.3	-2.2	-6	.	13	5	2	3	29
Cc1ccc2c(c1)C1CC(C)(O2)N(c2cccc(C(=O)N3CCN(c4ccccn4)CC3)c2)C(=O)N1 (stereo unspecified)	-1.9	-0.1	-59	3	9	-12	-2	4	19
CCOC(=O)C(NC(=O)c1ccccc1)(OCc1ccc(F)cc1)C(F)(F)F (stereo unspecified)	-3.1	-3.4	-10	-3	-1	-5	-3	13	-1
O=C(N/N=C/c1ccoc1)c1ccccc1O	-5.8	-2.8	-7	2	18	-19	6	7	14
CCc1nnc(NS(=O)(=O)c2ccc(N=CC3=C(O)CC(C)(C)CC3=O)cc2)s1	0.7	-0.9	-12	0	-8	-4	1	9	-5
CC(C)(C)OC(=O)N1CCCN(C(=O)Nc2cccc(Cl)c2)CC1	-1.3	-2.6	-13	3	0	2	.	2	-1
C=C(C)c1nc2cc(OC)c(OC)cc2c(=O)o1	-0.9	-3.3	-1	-2	2	-6	-4	12	0
COc1ccc(N(CC(C)C)S(=O)(=O)c2nnc(NC(=O)c3ccco3)s2)cc1	-3.2	0.7	-27	-3	3	-18	6	.	-7
Cc1ccc(C(=O)Nc2ccnc(-c3ccncc3)n2)cc1	-1.9	-1.6	-10	-2	0	-6	-1	16	-5
CCCC1(c2ccccc2)NC(=O)N(CC(=O)Nc2cc(C)ccc2OC)C1=O (stereo unspecified)	-3.1	-4.3	-28	0	2	-14	0	-17	-21
CC(=O)NC(CCS(C)(=O)=O)C(=O)Nc1cccc2ccccc12 (stereo unspecified)	-4.5	-2.1	-1	-2	2	-9	4	26	-1
Cc1cccc(N2CC(C(=O)Nc3nccs3)CC2=O)c1C (stereo unspecified)	-0.7	-1.0	-21	1	-8	2	0	11	0
O=c1nc2ccccc2c2n1CC(CN1CCN(c3cccc(Cl)c3)CC1)N2 (stereo unspecified)	-2.9	-1.6	-5	-5	-4	-16	3	-2	-12
CCCCCOc1ccccc1C(=O)NCCCC(=O)O	-3.8	-1.9	-11	-6	-2	-3	8	26	-9
CC(C)Nc1nc(NC(C)C)nc(Oc2ccc(/C=N/O)cc2)n1	-3.1	-2.1	-7	6	-9	.	6	.	-6
Cc1ccc(-c2nnc(-c3ccccc3Br)o2)cc1	-1.1	-2.2	-21	1	5	-3	-3	2	1
O=C(CC1CCCCC1)Nc1ncn[nH]1	-2.1	-1.8	1	4	3	-17	2	38	-6
CCCCC(=O)N(c1ccc(C)c(C)c1)C1C=CS(=O)(=O)C1 (stereo unspecified)	-0.4	-2.8	-24	1	3	-10	3	-2	8
CC(C)CC(NC(=O)/C(=C\c1ccco1)NC(=O)c1ccco1)C(=O)O (stereo unspecified)	-3.5	-5.7	-13	6	10	-12	-4	11	12
Cn1c(=O)[nH]c(=O)c2c1nc(N1CCCCCC1)n2CCSc1nc2ccccc2[nH]1	-1.4	-4.9	-12	2	-46	2	-2	-9	5
CC(=O)N1CCCc2cc(S(=O)(=O)N3CCCC(C(=O)NCc4ccc(Cl)cc4)C3)ccc21 (stereo unspecified)	-0.3	-1.2	-50	0	-3	-5	4	5	-2
O=C(CCc1nnc(COc2ccccc2)o1)NCc1ccccc1	-4.0	-2.8	-3	-2	1	-7	-1	-12	-2
COc1ccc(NC(=O)C2C3C=CC(C3)C2C(=O)NCc2ccco2)c(OC)c1 (stereo unspecified)	-0.8	-4.7	-9	3	4	-23	2	-30	-1
Cc1ccc(Oc2ncccc2NC(=O)CC2(CC(=O)O)CCCC2)c2c1CCC2	0.2	-2.5	-11	1	-10	-4	3	26	3
O=C(Nc1nn(Cc2ccc(Cl)cc2)cc1Br)c1ccc(COc2ccccc2Cl)o1	-4.5	-2.9	-22	-1	-1	-8	-6	16	-3
Cc1ccc(NC(=O)N(C2CCCCC2)C(C)c2cccnc2)cc1C (stereo unspecified)	-4.0	-2.9	2	5	3	11	2	7	16
CCCc1ccc(OCC(=O)NNC(=S)NC(=O)c2ccco2)cc1	-2.0	-0.4	-11	3	3	7	5	-59	5
COCc1cc(C)nc(N/N=C/c2ccc(-c3ccc(C(=O)O)c(Cl)c3)o2)c1C#N	-1.0	-2.6	-1	3	4	1	.	15	-5
COc1ccc(/C=N/Nc2nnc(Cc3ccc(OC)c(OC)c3)c(=O)[nH]2)cc1	0.4	0.5	-15	0	3	6	2	-13	16
COc1ccc(/C=N/N=C(\N)c2nonc2N)cc1	-2.7	-0.7	-4	.	0	14	-7	-8	0
CCN1C(C)=C(C)S/C1=C1\SC(=S)N(NC(C)=O)C1=O	-1.5	-3.2	6	6	16	-13	2	15	13

Rows are unselected; overall some 3.6% were active at least once.
